Coupling enz – coupling enzyme interference in Giardia aldolase counter-screen; coupling enzyme system counterscreen, AmpLite Red fluorescence; activity change, negative = inhibition, % at 58.2 µM, hits read low; 290,000 compounds, 0.67% hits; in the data active = activity change below about -30%; also: % is scaled to controls: 0 for no effect and ±100 for the full control effect
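Fluorescence at 525 nm excitation and 598 nm emission measured inhibition of the coupled detection system without aldolase. Compounds (at 57.5 uM final) were preincubated 10 min at room temperature with coupling enzyme reagent before a 20 min substrate/AmpLite Red step.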
Menin MLL FP TR – displaces Texas Red mutant MLL peptide from human menin | O00255 | Menin + Texas Red MLL mutant peptide, fluorescence polarization | Potency, µM (highest dose often 61.6 µM), for the others: top-dose FP activity change, negative = inhibition, hits mostly inhibitors | 270,000 compounds, 0.23% hits | AID 1768; active = well fitted inhibition curve with a large enough effect in the polarisation, with a control signal flat, not every such curve was filed as active; inconclusive = small, poorly fitted or top-dose-only effect, or effect the other way, or a change in a side signal; inactive = no such curve, though single readings can be large or run the other way; the % refers to the polarisation; also: potency is read from the fitted curve at half-maximal effect; % of control where 0% means no effect; many of its hits are not listed in these tables
Tb PFK inh – inhibitors of T. brucei phosphofructokinase; T. brucei PFK, ADP-Glo luminescence; Potency, µM (titrated, usually from 57.5 µM), for the others: at the highest dose activity, negative = inhibition, hits mostly inhibitors; 330,000 compounds, 0.17% hits; AID 485367;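 also: potency is read from the fitted curve at half-maximal effect; 0% = uninhibited 1x PFK enzyme wells and -100% = no-enzyme wells; nearly all actives have a fitted effect of over 60% in size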
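In TEA buffer at pH 8.0 with 5 mM MgCl2, enzyme (1.25 nM) converted F6P (0.5 mM) and ATP (0.1 mM) for 45 min at room temperature. ADP product was read by luciferase luminescence.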
Giardia killer – kills Giardia lamblia; Giardia lamblia trophozoite viability; activity change, % at 7.66 µM, hits read low; 340,000 compounds, 0.15% hits; in the data active = activity change below about -80%; inconclusive = between about -30% and that limit;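 also: parasites exposed to compound for two days anaerobically before the ATP read; % is scaled to controls: 0 for no effect and ±100 for the full control effect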
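Anaerobic 48 hrs incubation at 37 deg C of 100 trophozoites/well with test compounds; ATPLite 1-Step luminescence, 15-30 min RT, reports cellular ATP as viability.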
a7 integrin act – activates integrin-mediated alleviation for muscular dystrophy; Potency, µM (top dose mostly 38.3 µM), for the others: top-dose activation, actives largely listed as activators; alpha7betagal myoblasts, beta-gal FDG fluorescence, 48 h; 350,000 compounds, 0.064% hits;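 also: potency is read from the fitted curve at half-maximal effect; 100% = response of the positive control SU9516; nearly all actives have a fitted effect of over 60% in size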
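alpha7betagal+/- myoblasts (passage 13, 250/well) treated 48 h at 37C with compounds at 1:260 dilution of DMSO stock. Lysed, then beta-galactosidase activity read as FDG fluorescence (ex 480/em 540) after 30 min, with pre-read for autofluorescence.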
Chronic BCR inh – chronic active BCR signaling inhibition. Potency, µM (doses to about 46.1 µM), for inactives: top-dose ratio change, negative = lower green/red ratio, hits mostly inhibitors. AID 493014. 340,000 compounds, 0.05% hits. ABC-DLBCL IkBa-CBG/CBR reporter, luminescence ratio, 4 h; active = well fitted inhibition curve with a large enough effect in the signal ratio, with a control signal flat, not every such curve was filed as active; inconclusive = small, poorly fitted or top-dose-only effect, or effect the other way, or a change in a side signal; the % refers to the signal ratio;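 also: potency is read from the fitted curve at half-maximal effect; plate controls were basal doxycycline-induced cells for no effect and cells given 10 µM MG132 for full effect; MG132 reads +100%, hits lower the ratio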
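TMD8 human ABC-DLBCL cells with doxycycline-inducible IκBα–green luciferase fusion and unfused red luciferase, in 0.5% FBS medium; compounds up to 46 uM, 4 h at 37C. Green/red luminescence ratio, filter-overlap corrected, fitted to concentration-response curves.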
GALK inh – inhibitors of human galactokinase. Potency, µM (titrated, usually from 57.5 µM), inactives show at the top dose activity change, negative = inhibition, actives largely listed as inhibitors. Purified GALK, Kinase-Glo residual ATP luminescence. AID 1868. P51570. 270,000 compounds, 0.007% hits; also: potency is read from the fitted curve at half-maximal effect; % is scaled to controls: 0 for no effect and ±100 for the full control effect
Target sequence (P51570 whole entry, looked up): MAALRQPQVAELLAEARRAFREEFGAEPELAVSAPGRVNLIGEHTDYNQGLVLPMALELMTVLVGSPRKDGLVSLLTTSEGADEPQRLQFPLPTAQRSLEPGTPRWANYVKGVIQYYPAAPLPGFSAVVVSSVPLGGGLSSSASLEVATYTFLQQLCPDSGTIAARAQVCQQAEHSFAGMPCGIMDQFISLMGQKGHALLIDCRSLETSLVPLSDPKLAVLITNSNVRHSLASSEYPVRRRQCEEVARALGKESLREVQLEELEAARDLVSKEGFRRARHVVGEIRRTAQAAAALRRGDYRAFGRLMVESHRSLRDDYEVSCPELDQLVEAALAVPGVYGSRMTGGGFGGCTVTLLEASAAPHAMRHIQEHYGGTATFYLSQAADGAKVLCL
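Quantitative HTS: GALK 5 nM, ATP 35 uM, galactose 100 uM, 1 h room temperature, then luciferase-based ATP detection.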
B2AR arrestin – recruits beta-arrestin to the human beta2-adrenergic receptor; beta-arrestin recruitment to beta2AR, cell-based reporter; Potency, µM (doses to about 46.1 µM), for the others: top-dose activation, hits mostly activators; 330,000 compounds, 0.02% hits; AID 492947;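 also: potency is read from the fitted curve at half-maximal effect; 0% = DMSO controls and full agonism = EC100 isoproterenol or metaproterenol; nearly all actives have a fitted effect of over 65% in size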
TSG101-PTAP inh – blocks PTAP/TSG101 interaction to inhibit HIV-1 budding; Q99816; Fluorescence polarization, FITC-PTAP peptide / Tsg101 binding; Potency, µM (doses to about 115 µM), without a hit: top-dose activity change, negative = inhibition, most hits filed as inhibitors; 340,000 tested, under 10 active; AID 493005; active = well fitted inhibition curve with a large enough effect in the main read-out, with a control signal flat, not every such curve was filed as active; inconclusive = small, poorly fitted or top-dose-only effect, or effect the other way, or a change in a side signal; inactive = no such curve, though single readings can be large or run the other way; also: potency is read from the fitted curve at half-maximal effect; % of control where 0% means no effect
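Steps: Tsg101 binding domain dispensed (10 uM final), compounds pinned in DMSO, FITC-labeled PTAP-motif peptide added (50 nM final); after 20 min binding at room temperature, polarization measured.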
PKM2 activator – activators of human pyruvate kinase M2. purified PKM2, Kinase-Glo ATP luminescence, activation; response scale: 0% is enzyme alone, no compound. Potency, µM (top dose mostly 57.5 µM), for inactives: top-dose activation, usual class: activators. 260,000 compounds, 0.34% hits; also: potency is read from the fitted curve at half-maximal effect; % is scaled to controls: 0 for no effect and ±100 for the full control effect; nearly all actives have a fitted effect of over 55% in size
Target sequence (P14618 whole entry, looked up): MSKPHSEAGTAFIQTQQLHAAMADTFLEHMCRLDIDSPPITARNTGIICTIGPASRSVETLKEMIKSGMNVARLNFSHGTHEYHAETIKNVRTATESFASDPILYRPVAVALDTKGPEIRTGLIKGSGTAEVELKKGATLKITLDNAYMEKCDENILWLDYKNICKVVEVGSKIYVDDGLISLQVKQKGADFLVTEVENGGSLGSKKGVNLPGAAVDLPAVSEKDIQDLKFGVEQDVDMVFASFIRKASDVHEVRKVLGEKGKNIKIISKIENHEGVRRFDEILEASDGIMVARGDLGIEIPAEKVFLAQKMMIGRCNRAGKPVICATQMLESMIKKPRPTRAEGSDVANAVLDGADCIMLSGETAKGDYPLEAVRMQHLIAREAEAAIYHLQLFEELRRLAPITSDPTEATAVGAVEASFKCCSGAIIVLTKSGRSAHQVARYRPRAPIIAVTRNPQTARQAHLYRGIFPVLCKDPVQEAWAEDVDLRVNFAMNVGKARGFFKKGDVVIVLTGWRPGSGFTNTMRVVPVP
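Kinase-Glo luminescence reports ATP generated from ADP (0.1 mM) and PEP (0.5 mM) by purified hPK-M2 after 1 h at room temperature, pH 7.2 imidazole buffer; intermediate enzyme activity allows detecting inhibitors and activators.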
ASM inhibitor – inhibitors of human secretory acid sphingomyelinase | P17405 | placental ASM, HMU-PC fluorogenic substrate, 60 min | Potency, µM (series often up to 57.5 µM), for the others: at the top dose activity change, negative = inhibition, usual class: inhibitors | 340,000 compounds, 0.006% hits; also: potency is read from the fitted curve at half-maximal effect
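Fluorescence read-out (Ex 386 nm, Em 447 nm) after stopping the reaction at pH 10. Enzyme: ASM from human placenta; substrate HMU-PC0, 9 uM final; 60 min, 37 °C. Compound preincubation 10 min, ambient temperature.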
* hit, by the source's call; ? = inconclusive; . = not tested or not shown; & = joins results of further samples; [ ] = dose if it differs, or a comment. Unless noted, calls follow the shape of the dose curve; as a rule, active = well fitted curve in the direction sought with a large enough effect; inconclusive = small, poorly fitted or top-dose-only effect, or another doubt; inactive = no such curve, though single readings can be large; an effect the other way counts as inactive or inconclusive.

compound,Coupling enz,Menin MLL FP TR,Tb PFK inh,Giardia killer,a7 integrin act,Chronic BCR inh,GALK inh,B2AR arrestin,TSG101-PTAP inh,PKM2 activator,ASM inhibitor
CCCN1CNC(=S)N(c2ccccc2OC)C1,0,6%,-2%,-1,-28%,-8%,1%,0.4%,-1%,4%,0%
CC1(C(=O)Nc2cccc3ccccc23)CC1(Br)Br (centres undefined),-22,.,-6%,7,?,?,2%,-0.7%,1%,-3%,2%
COc1ccccc1P(=O)(c1ccccc1)c1ccccc1,-12,-7%,-6%,36[activator],-7%,-1%,5%,-0.6%,-3%,0%,-2%
CCC(=O)N(C)CCc1cc2c(c(OC)c1/C=N/NC(=O)c1ccc(Br)cc1)OCO2,-10,8%,-3%,5,-1%,1%,.,-0.3%,-9%,9%,-3%
CCCCCCN(C(=O)CCCCCN1C(=O)NC(c2ccc([N+](=O)[O-])cc2)C(C(=O)OCc2ccccc2)=C1C)C(C(=O)NCCCC)c1ccc(OCC(=O)OC)c(C(=O)OC)c1 (centres undefined),-4&-3,-10%,-4%,.,.,-8%,4%,-0.3%,.,-4%&4%,.
COC(=O)c1[nH]c2ccc(F)cc2c1NC(=O)CCN1CCN(C(=O)c2ccco2)CC1,1,1%,5%,.,.,-6%,0%,0.4%,.,-8%,.
COC(=O)CSc1ccc(S(=O)(=O)N2CCC(C)CC2)cc1[N+](=O)[O-],-11,8%,0%,8,21%,0%,.,-1.0%,-2%,-3%,-2%
COc1cc(/C=C2\C(=O)N(c3ccc(S(N)(=O)=O)cc3)N=C2C)ccc1OC(=O)c1ccco1,-4,?,-11%,-13,?,2%,-6%,0.2%,-7%,-2%,-25%
Cc1sc2ncn(CC(=O)NCc3ccco3)c(=O)c2c1-c1ccc(F)cc1,0,-5%,-1%,11,-19%,-1%,11%,-0.3%,0%,1%,2%
Cc1ccc(-c2c(C(=O)N(C)Cc3ccccc3)oc(=O)c3ccccc23)cc1,-7,-1%,-2%,15,?,0%,3%,-0.5%,0%,-22%,-1%
O=C1c2cccc3cccc(c23)C(=O)N1CCN1CCN(C(=S)Nc2ccc(F)cc2)CC1,1,1%,3%,.,.,1%,2%,-1.6%,.,0%,.
Cc1ccc(-n2nc3c(=O)n(CCCC(=O)NCc4ccccc4Cl)nc(C)c3c2C)cc1,5,-17%,0%,21,3%,6%,2%,-0.9%,-1%,.,-3%
O=C(OCCN1CCOCC1)c1ccc(OCCN2CCOCC2)cc1,3,3%,-1%,-7,2%,-4%,2%,0.5%,1%,-8%,3%
CC(=O)c1ccc(NC(=S)NNC(=O)NC2CCCCC2)cc1,5,3%,-17%,-17,9%,?,-1%,0.0%,-1%,1%,-3%
O=C1c2ccccc2C(=O)C1c1ccc(O)cc1,-2,-14%,-4%,-17,-18%,-1%,1%,-0.2%,-6%,15%,306%[activator]

The results go on:
compound,Coupling enz,Menin MLL FP TR,Tb PFK inh,Giardia killer,a7 integrin act,Chronic BCR inh,GALK inh,B2AR arrestin,TSG101-PTAP inh,PKM2 activator,ASM inhibitor
CC(C)(C)C(=O)COC(=O)c1cc(-c2cccnc2)nc2ccccc12,-9,7%,1%,15,-6%,0%,-2%,-0.1%,-5%,3%,-2%
CN(c1ccccc1)S(=O)(=O)c1cc(C(=O)N2CCN(c3ncccn3)CC2)ccc1Cl,.,.,10%,1,-3%,3%,.,-0.6%,-1%,.,-2%
CN1CCN(CC(=O)Nc2ccc(OC(F)(F)F)cc2)CC1,-2,?,-24%,13,11%,?,-2%,0.2%,-4%,.,-5%
CC1CN(C(=O)c2ccc(CNS(=O)(=O)c3cccc(C(F)(F)F)c3)cc2)CC(C)O1 (centres undefined),2,3%,1%,12,15%,-15%,2%,-0.1%,-2%,8%,3%
NC(=O)CC(NC(=O)c1ccc(Cl)cc1)C(=O)NCCc1ccc(S(N)(=O)=O)cc1 (centres undefined),0,-5%,3%,9,17%,-3%,0%,-0.1%,1%,-12%,-1%
Cc1nnc(NC(=O)CCS(=O)(=O)Cc2ccccc2)s1,0,1%,1%,-17,-16%,8%,-1%,0.2%,0%,-11%,-1%
O=C(O)CCN1C(=O)c2ccc(NC(=O)COc3ccccc3)cc2C1=O,.,.,-5%,?,11%,-3%,2%,-0.7%,0%,-4%,0%
CC(=O)Nc1ccc(NC(=O)CCC(=O)OCC(=O)c2cccc([N+](=O)[O-])c2)cc1,6,8%,-4%,33[activator],24%,-4%,1%,-0.1%,2%,-13%,-3%
CCCN1C(=O)c2ccccc2NC1c1ccc(O)c(OCC)c1 (centres undefined),4,-4%,1%,-11,-7%,-1%,-2%,0.3%,0%,.,34%[activator]
Cc1cc(C)c(N=C2CCCN2Cc2ccccc2)c(C#N)c1,0,11%,-7%,-1,-30%,-1%,-2%,-0.2%,-5%,-3%,1%
CC(C)N(c1nnc(N)s1)C(C)C,-4,14%,-7%,0,3%,-1%,1%,0.2%,-7%,6%,2%
O=C(N/N=C/c1ccc(O)cc1)c1cc(-c2ccc3c(c2)OCO3)n[nH]1,0,39%[activator],1%,17,24%,?,3%,-0.6%,1%,1%,6%
CCOC(=O)CSc1nc2cc(OC)ccc2cc1C#N,1,-3%,1%,-17,-13%,11%,-3%,0.0%,0%,-1%,9%
C=C(C)C(=O)Nc1cccc(C2=NOC3(C2)C[C@@H](C(N)=O)N(C(=O)C(=C)C)C3)c1 (some centres undefined),7,.,?,4,-32%,2%,0%,0.3%,-2%,-2%,-3%
O=C(c1ccccc1Cl)N1CCC(O)(c2cccnc2)CC1,3,-25%,-7%,?,18%,10%,1%,-0.4%,-5%,1%,3%

(cont.)
compound,Coupling enz,Menin MLL FP TR,Tb PFK inh,Giardia killer,a7 integrin act,Chronic BCR inh,GALK inh,B2AR arrestin,TSG101-PTAP inh,PKM2 activator,ASM inhibitor
Cc1cccc(NC(=O)CCc2ccccc2)c1C,2,-9%,-3%,29,7%,-2%,10%,-2.0%,-3%,1%[11.5 µM],4%
O=C(COC(=O)c1ccc2ccccc2c1)NCCCc1ccccc1,-1,-10%,2%,-1,17%,1%,-3%,-0.2%,0%,1%,-7%
COc1ccc(NC(=O)NNC(=O)c2ccccc2-n2cccc2)cc1OC,-1,-12%,-1%,-1,37%,0%,-2%,-0.3%,0%,-7%,4%
Cc1cc(O)c(C(C)C)cc1NC(=O)c1ccccc1Cl,0,0%,0%,-12,2%,?,1%,2.6%,0%,2%,-3%
CC1(C)C(c2cccs2)=[N+]([O-])C2(CCCCC/C2=N\O)N1O (centres undefined),-1,7%,-1%,-11,-2%,-2%,-1%,0.1%,-8%,5%,5%
COc1ccc(/C=N/n2c(=O)[nH]c3c([nH]c4ccc(F)cc43)c2=O)cc1CN1CCCCC1,-1,.,4%,-4,8%,1%,-4%,-0.8%,-1%,2%,271%[activator]
CC(=O)Nc1ccc(OC(=O)C(CCS(C)(=O)=O)N2C(=O)c3ccccc3C2=O)cc1 (centres undefined),6,4%,.,-4,19%,.,0%,.,-4%,0%,3%
CC(C(=O)Nc1ccccc1C(=O)O)n1c(C(F)(F)F)nc2ccccc21 (centres undefined),3,-11%,-10%,-10,-21%,4%,3%,-0.1%,-8%,14%,2%
CCOc1ccc(S(=O)(=O)NCCC(=O)OCC(=O)c2ccc[nH]2)cc1,1,5%,-1%,6,24%,?,1%,0.1%,-3%,1%,1%
Cc1ccnc(NC(=O)c2cnc(Cl)c(Cl)c2)c1,-2,14%,3%,-14,0%,?,-3%,-0.5%,-3%,.,2%
N#CC(c1nc2ccccc2nc1N1CCCCC1)S(=O)(=O)c1ccc(Cl)cc1 (centres undefined),-6,?,-7%,.,.,7%,-3%,-0.3%,.,1%,.
CCN(CC)CCOC(=O)c1ccc(NC(=O)CCCN2C(=O)S/C(=C/c3ccc(OC)cc3)C2=S)cc1,0,2%,18%,20,-64%[inhibitor],.,4%,-0.2%,-2%,-3%,?

These rows are one share of the data. The share of hits here may be higher or lower than overall.
